TcdB GH inh = TcdB glycohydrolase inhibition; inhibition, % at 9.99 µM; TcdB glycohydrolase enzymatic assay, plate reader; hit rate 0.24% among 350,000; P18177; in the data active = inhibition above about 10%
An asterisk follows results filed as active.

SMILES | TcdB GH inh
C[C@@H]1CCCCO[C@@H](CN(C)Cc2ccc(C(F)(F)F)cc2)[C@H](C)CN([C@H](C)CO)C(=O)c2cc(NC(=O)CCCN(C)C)ccc2O1 | -0.4
CCCC(=O)N1CC2(C1)CN(C(=O)C1CCCCC1)[C@@H](CO)c1[nH]c3cc(OC)ccc3c12 | 0.1
C[C@H](CO)N1C[C@H](C)[C@H](CN(C)C(=O)Nc2ccccc2)Oc2c(NC(=O)Nc3ccc(C(F)(F)F)cc3)cccc2C1=O | -1.8
Cc1ccc(S(=O)(=O)N[C@H]2CC[C@@H](CC(=O)NCCN3CCCCC3)O[C@@H]2CO)cc1 | 1.1
O=C(Nc1ccccc1)N1CCCCN2[C@H](CO)[C@@H](c3ccc(-c4ccccc4F)cc3)[C@@H]2C1 | 0.3
C[C@H]1CN([C@@H](C)CO)C(=O)c2cc(NS(=O)(=O)c3ccc(F)cc3)ccc2O[C@@H]1CN(C)Cc1ccc(C(F)(F)F)cc1 | 0.1
N#C[C@H]1[C@@H](c2ccc(C#Cc3ccccc3F)cc2)[C@@H](CO)N1C(=O)C1CCCC1 | -0.1
Cc1cccc(S(=O)(=O)N(C)C[C@H]2OCc3cnnn3CCCC(=O)N([C@@H](C)CO)C[C@@H]2C)c1 | -0.2
CCCNC(=O)N1[C@@H](CO)[C@@H](c2ccccc2)C12CN(C(=O)CC)C2 | 0.2
CCCC#Cc1ccc([C@@H]2[C@@H](CO)N3C(=O)CN(S(=O)(=O)Cc4ccccc4)C[C@@H]23)cc1 | -3.2
C[C@H](NC(=O)C[C@H]1C[C@H]2c3cc(NC(=O)NC4CCCC4)ccc3O[C@H]2[C@H](CO)O1)c1ccccc1 | -0.7
Cc1noc(C)c1NC(=O)N(C)C[C@H]1Oc2c(NC(=O)CCCCCC(=O)Nc3ccccc3N)cccc2C(=O)N([C@H](C)CO)C[C@@H]1C | -0.7
CCC(=O)N1CC(=O)N2[C@H](CO)[C@H](c3ccc(-c4ccccc4F)cc3)[C@@H]2C1 | -0.6
COc1cccc(-c2cnc3c(c2)C(=O)N([C@@H](C)CO)C[C@H](C)[C@H](CN(C)C(=O)CN(C)C)O3)c1 | -12
C/C=C/c1ccc2c(c1)O[C@@H](CN(C)C(=O)c1cccc(F)c1)[C@H](C)CN([C@@H](C)CO)S2(=O)=O | 0.2
COc1ccc(NC(=O)Nc2cccc3c2O[C@H](CN(C)C)[C@H](C)CN([C@@H](C)CO)C3=O)cc1 | 0.2
CC(C)NC(=O)N(C)C[C@H]1OCCCC[C@H](C)Oc2ccc(NC(=O)C3CCCCC3)cc2C(=O)N([C@@H](C)CO)C[C@@H]1C | 0.0
N#C[C@@H]1[C@@H](c2ccc(C3=CCCCC3)cc2)[C@H](CO)N1C(=O)Cc1ccncc1 | -1.1
COc1ccccc1S(=O)(=O)N(C)C[C@H]1Oc2cc(C#CCC3CCCC3)ccc2S(=O)(=O)N([C@@H](C)CO)C[C@H]1C | -1.6
CO[C@@H]1CN(C)C(=O)c2cc(NC(=O)C3CC3)ccc2OC[C@@H](C)N(CCC(F)(F)F)C[C@@H]1C | 0.7
CC(C)NC(=O)N(C)C[C@@H]1OCCCC[C@@H](C)Oc2ccc(NC(=O)Nc3ccccc3)cc2C(=O)N([C@H](C)CO)C[C@@H]1C | -1.5
O=C(O)[C@@H]1[C@@H](CO)[C@@H]2Cn3c(ccc(-c4ccncc4)c3=O)[C@H]1N2C(=O)C1CCC1 | -0.3
COc1ccccc1C#Cc1cnc2c(c1)C(=O)N([C@H](C)CO)C[C@@H](C)[C@H](CN(C)C(=O)c1ccc3c(c1)OCO3)O2 | -8.5
CCC#CCN(Cc1ccccc1Br)[C@H](/C=C/c1ccccc1)[C@@H](O)Cc1ccccc1 | 0.5
CC(=O)N(C)C[C@H]1Oc2ncc(-c3cccc(C#N)c3)cc2C(=O)N([C@H](C)CO)C[C@H]1C | 0.7

(cont.)
SMILES | TcdB GH inh
CN(C)C(=O)C[C@H]1C[C@H]2c3cc(NC(=O)C4CCOCC4)ccc3O[C@H]2[C@@H](CO)O1 | -1.8
CCN1[C@@H]2c3ccc(-c4cccnc4)c(=O)n3C[C@@H]2[C@@H](CO)[C@@H]1C(=O)NC1CCCCC1 | 0.1
C[C@H]1CN([C@@H](C)CO)C(=O)Cc2cc(NS(=O)(=O)c3cn(C)cn3)ccc2O[C@H]1CN(C)Cc1ccc(C(F)(F)F)cc1 | 0.8
C/C=C/c1ccc([C@@H]2[C@H](CO)N(CC3CC3)C23CN(C(=O)COC)C3)cc1 | -0.6
COc1cccc(C#Cc2cnc3c(c2)C(=O)N([C@@H](C)CO)C[C@@H](C)[C@@H](CN(C)C(C)=O)O3)c1 | 1.4
CCCNC(=O)N(C)C[C@H]1Oc2ncc(-c3ccccc3)cc2C(=O)N([C@@H](C)CO)C[C@H]1C | 0.4
C[C@@H]1CN([C@H](C)CO)C(=O)c2cccc(NC(=O)C3CC3)c2O[C@H]1CN(C)S(=O)(=O)c1ccccc1 | 0.0
O=C(C[C@H]1CC[C@@H]2[C@H](COC[C@H](O)CN2Cc2ccc(Oc3ccccc3)cc2)O1)N1CCN(c2ccccc2)CC1 | 0.7
COc1cccc(CN2[C@@H]3CN(C(=O)C4CC4)c4ccccc4[C@@H]3[C@@H]2CO)c1 | 0.3
C[C@@H]1CN([C@@H](C)CO)S(=O)(=O)c2ccc(C#C[C@@H](C)O)cc2O[C@@H]1CN(C)C(=O)C1CCCCC1 | -1.3
COc1ccc2c3c(n(C)c2c1)[C@@H](CO)N(C(=O)c1cnccn1)CC31CN(C(C)=O)C1 | -1.7
COc1ccc(S(=O)(=O)N(C)C[C@H]2OCCCC[C@@H](C)Oc3ccc(N(C)C)cc3C(=O)N([C@@H](C)CO)C[C@H]2C)cc1 | -8.9
CO[C@H]1CN(C)C(=O)c2ccc(NC(C)=O)cc2OC[C@@H](C)N(C(=O)C2CCOCC2)C[C@@H]1C | 0.2
C[C@H](O)C#Cc1cnc2c(c1)C(=O)N([C@@H](C)CO)C[C@H](C)[C@@H](CN(C)CC1CCOCC1)O2 | -0.2
C[C@H]1CCCCO[C@@H](CN(C)Cc2ccc(C(=O)O)cc2)[C@@H](C)CN([C@@H](C)CO)C(=O)c2cc(NC(=O)Nc3ccc(F)cc3)ccc2O1 | -11
O=C(C[C@H]1CC[C@@H](NS(=O)(=O)c2ccccc2)[C@H](CO)O1)N1CCC(Cc2ccccc2)CC1 | 1.2
C[C@H](CO)N1C[C@H](C)[C@H](CN(C)CC2CCCCC2)OCc2cn(nn2)CCCC1=O | -0.4
CN1C[C@@H](O)COC[C@H]2O[C@@H](CC(=O)N3CCN(c4ccccc4)CC3)CC[C@@H]21 | -0.8
C[C@@H]1CCCCO[C@@H](CN(C)C(=O)Nc2ccc(C(F)(F)F)cc2)[C@H](C)CN([C@@H](C)CO)C(=O)c2cc(NS(=O)(=O)c3ccc(F)cc3)ccc2O1 | 0.1
Cc1noc(C)c1NC(=O)N(C)C[C@@H]1Oc2ccc(NC(=O)C3CCCCC3)cc2CC(=O)N([C@H](C)CO)C[C@H]1C | 0.6
Cc1ccc(S(=O)(=O)N(C)C[C@H]2Oc3ccc(NS(C)(=O)=O)cc3C(=O)N([C@H](C)CO)C[C@H]2C)cc1 | 0.3
C[C@@H](O)C#Cc1ccc2c(c1)O[C@H](CN(C)C(=O)CN(C)C)[C@@H](C)CN([C@@H](C)CO)S2(=O)=O | 0.0
CC(C)NC(=O)N1CCCCN2[C@H](CO)[C@@H](c3ccc(Br)cc3)[C@H]2C1 | 2.4
CCCNC(=O)N1CC2(CCN(S(=O)(=O)CC)CC2)c2c([nH]c3cc(OC)ccc23)[C@@H]1CO | 2.0
Cc1noc(C)c1S(=O)(=O)Nc1ccc2c(c1)CC(=O)N([C@@H](C)CO)C[C@H](C)[C@H](CN(C)S(=O)(=O)c1ccccc1)O2 | 1.2

The list goes on (four carried over from the part before).
SMILES | TcdB GH inh
C[C@@H](O)C#Cc1ccc2c(c1)O[C@H](CN(C)C(=O)CN(C)C)[C@@H](C)CN([C@@H](C)CO)S2(=O)=O | 0.0
CC(C)NC(=O)N1CCCCN2[C@H](CO)[C@@H](c3ccc(Br)cc3)[C@H]2C1 | 2.4
CCCNC(=O)N1CC2(CCN(S(=O)(=O)CC)CC2)c2c([nH]c3cc(OC)ccc23)[C@@H]1CO | 2.0
Cc1noc(C)c1S(=O)(=O)Nc1ccc2c(c1)CC(=O)N([C@@H](C)CO)C[C@H](C)[C@H](CN(C)S(=O)(=O)c1ccccc1)O2 | 1.2
C[C@H]1CN([C@@H](C)CO)C(=O)c2cccc(NC(=O)CCCCCC(=O)Nc3ccccc3N)c2O[C@H]1CN(C)S(=O)(=O)c1ccccc1 | -0.2
C[C@@H]1CN([C@H](C)CO)C(=O)c2cccc(NC(=O)Nc3ccc(C(F)(F)F)cc3)c2O[C@H]1CN(C)CC1CC1 | -0.1
COCC(=O)N1CC2(CCN(Cc3ccc(Cl)cc3)CC2)c2c([nH]c3cc(OC)ccc23)[C@H]1CO | 1.7
CCNC(=O)C[C@@H]1CC[C@H]2[C@@H](COc3ccc(NC(=O)C4CCOCC4)cc3C(=O)N2C)O1 | -0.3
OC[C@H]1[C@@H](c2ccc(-c3cccnc3)cc2)[C@@H]2CN(CC3CCOCC3)CCCCN12 | 0.5
CCCN1C[C@@H](C)[C@@H](OC)CN(C)C(=O)c2ccc(NS(=O)(=O)c3ccccc3)cc2OC[C@@H]1C | 0.1
COc1cccc(-c2ccc3c(c2)O[C@H](CN(C)CC2CC2)[C@H](C)CN([C@H](C)CO)S3(=O)=O)c1 | -0.2
Cc1ccc(S(=O)(=O)N(C)C[C@H]2OCCCC[C@H](C)Oc3ccc(NS(=O)(=O)c4ccc(Cl)cc4)cc3C(=O)N([C@H](C)CO)C[C@H]2C)cc1 | -0.8
CN1C[C@@H](O)COC[C@@H]2O[C@H](CC(=O)NC3CCCC3)CC[C@H]21 | -0.4
C[C@H](CO)N1C[C@H](C)[C@@H](CN(C)S(=O)(=O)c2ccccc2)Oc2c(NC(=O)CCCCCC(=O)Nc3ccccc3N)cccc2C1=O | 0.1
CC(=O)NC[C@H]1[C@H](c2ccc(-c3ccccc3F)cc2)[C@@H](CO)N1C(=O)C1CC1 | 0.4
O=C(C[C@@H]1CC[C@@H]2[C@H](COC[C@H](O)CN2CC2CCCCC2)O1)NCC1CC1 | -0.8
CCCC(=O)Nc1ccc2c(c1)C(=O)N(C)C[C@@H](OC)[C@@H](C)CN(C(=O)CC1CC1)[C@H](C)CO2 | -1.4
O=C(NCc1ccc(F)cc1)[C@H]1[C@H](CO)[C@H]2Cn3c(cccc3=O)[C@@H]1N2CC1CCCC1 | 0.0
COCC(=O)Nc1ccc2c(c1)OC[C@H](C)N(C(=O)Cc1ccccn1)C[C@@H](C)[C@H](OC)CN(C)C2=O | 0.0
CC(=O)N1[C@@H](CO)[C@H](c2ccccc2)[C@@H]1CNC(=O)CN1CCOCC1 | -1.0
COc1ccc(CN(C)C[C@@H]2OCCCC[C@H](C)Oc3ccc(NS(=O)(=O)c4ccc(F)cc4)cc3C(=O)N([C@@H](C)CO)C[C@H]2C)cc1 | -0.2
CCCN1C[C@H](C)[C@@H](OC)CN(C)C(=O)c2cc(NS(=O)(=O)CC)ccc2OC[C@H]1C | 0.1
CCCNC(=O)[C@H]1[C@H](CO)[C@H]2Cn3c(ccc(-c4ccccc4OC)c3=O)[C@H]2N1C(=O)CC | 2.6
COc1ccccc1-c1cn(CC[C@@H]2CC[C@H](NC(=O)Cc3ccccn3)[C@H](CO)O2)nn1 | -0.9
CCCC(=O)Nc1ccc2c(c1)C(=O)N(C)C[C@@H](OC)[C@@H](C)CN(C(C)=O)[C@@H](C)CO2 | 0.7
CCC(=O)N(C)C[C@H]1Oc2cc(-c3ccc(OC)cc3)ccc2S(=O)(=O)N([C@@H](C)CO)C[C@H]1C | 0.6
C[C@H](CO)N1C[C@H](C)[C@@H](CN(C)Cc2ccc3c(c2)OCO3)Oc2ccc(NS(=O)(=O)c3cccs3)cc2CC1=O | 1.4
Cc1ccc(S(=O)(=O)N(C)C[C@@H]2Oc3ccc(NC(=O)Nc4ccc5c(c4)OCO5)cc3C(=O)N([C@@H](C)CO)C[C@H]2C)cc1 | 0.9
O=C(c1ccccc1F)N1C[C@H]2[C@@H](c3ccccc31)[C@@H](CO)N2Cc1ccc2c(c1)OCO2 | 0.1

5 structures already listed, arranged by length of the SMILES, falling:
SMILES | TcdB GH inh
C[C@H](CO)N1C[C@H](C)[C@@H](CN(C)S(=O)(=O)c2ccccc2)Oc2c(NC(=O)CCCCCC(=O)Nc3ccccc3N)cccc2C1=O | 0.1
C[C@@H]1CN([C@H](C)CO)C(=O)c2cccc(NC(=O)Nc3ccc(C(F)(F)F)cc3)c2O[C@H]1CN(C)CC1CC1 | -0.1
CCCC(=O)Nc1ccc2c(c1)C(=O)N(C)C[C@@H](OC)[C@@H](C)CN(C(C)=O)[C@@H](C)CO2 | 0.7
O=C(c1ccccc1F)N1C[C@H]2[C@@H](c3ccccc31)[C@@H](CO)N2Cc1ccc2c(c1)OCO2 | 0.1
CC(=O)N1[C@@H](CO)[C@H](c2ccccc2)[C@@H]1CNC(=O)CN1CCOCC1 | -1.0

Following part.
SMILES | TcdB GH inh
COCC(=O)Nc1ccc2c(c1)[C@@H]1C[C@H](CC(=O)NCCc3ccccc3)O[C@@H](CO)[C@@H]1O2 | -0.3
CC(C)C(=O)Nc1ccc2c(c1)C(=O)N(C)[C@H]1CC[C@@H](CC(=O)Nc3ccccc3)O[C@H]1CO2 | -0.5
C[C@H]1CN([C@@H](C)CO)S(=O)(=O)c2ccc(C#CC3CC3)cc2O[C@@H]1CN(C)CC1CCOCC1 | 0.0
CO[C@H](CN(C)S(=O)(=O)c1ccc(Cl)cc1)[C@H](C)CN(Cc1ccccc1Cl)[C@@H](C)CO | -3.2
CNC[C@H]1Oc2ccc(NS(=O)(=O)c3ccc(Cl)cc3)cc2C(=O)N([C@@H](C)CO)C[C@H]1C | -1.3
O=C(C[C@H]1CC[C@@H]2NC[C@@H](O)COC[C@H]2O1)Nc1ccccc1 | -1.1
CO[C@H]1CN(C)C(=O)c2ccc(NC(=O)c3nc4ccccc4s3)cc2OC[C@H](C)N(Cc2cccnc2)C[C@@H]1C | -0.7

An excerpt (hit frequency here may not be typical).
